DNA FID counter: fluorescent intercalator displacement, NS3 helicase counter-screen | AID 1845 | 0.17% of 290,000 active | inhibition, % at 7.9 µM | DNA fluorescent intercalator displacement, fluorescence; in the data active means inhibition above about 37%;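 further: 0% = vehicle and 100% = reference compound; higher means more ethidium bromide displaced from hairpin DNA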
MEKK2wt PB1 HTS: raises or lowers MEK5 binding to wildtype human MEKK2 PB1 domain; Q9Y2U5; bead flow cytometry, Alexa488-MEK5 binding to MEKK2 WT; actives lie on both sides; binding response (% of control), % at 10 µM; 1.1% of 290,000 active; in the data active means binding response below about 67% or above about 130%
MEKK2 mut-MEK5: signal of MEK5 binding to mutant human MEKK2 PB1 domain; bead flow cytometry, Alexa488-MEK5 binding to MEKK2 mutant; percent response, % at 10 µM; 0.35% of 290,000 active; in the data active means percent response above about 24%, passing the limit was not always enough; further: inactives centre near 1; some results filed as inactive read as strong as hits; reference of the scale not given here
MEKK3 PB1 HTS: MEKK3-MEK5 PB1 interaction, increase or decrease; Q99759; bead-based flow cytometry, Alexa488-MEK5 binding to MEKK3; actives lie on both sides; 0 = blocked by unlabeled MEK5, 100 = vehicle; binding response (% of control), % at 10 µM; 1.4% of 290,000 active; AID 1529;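 active means binding response more than 3 SD above or below the average of its plate-row segment, actives on both sides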;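 further: Alexa488 bead fluorescence after subtracting the streptavidin-only scavenger bead signal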
Target sequence (Q99759 whole entry, looked up): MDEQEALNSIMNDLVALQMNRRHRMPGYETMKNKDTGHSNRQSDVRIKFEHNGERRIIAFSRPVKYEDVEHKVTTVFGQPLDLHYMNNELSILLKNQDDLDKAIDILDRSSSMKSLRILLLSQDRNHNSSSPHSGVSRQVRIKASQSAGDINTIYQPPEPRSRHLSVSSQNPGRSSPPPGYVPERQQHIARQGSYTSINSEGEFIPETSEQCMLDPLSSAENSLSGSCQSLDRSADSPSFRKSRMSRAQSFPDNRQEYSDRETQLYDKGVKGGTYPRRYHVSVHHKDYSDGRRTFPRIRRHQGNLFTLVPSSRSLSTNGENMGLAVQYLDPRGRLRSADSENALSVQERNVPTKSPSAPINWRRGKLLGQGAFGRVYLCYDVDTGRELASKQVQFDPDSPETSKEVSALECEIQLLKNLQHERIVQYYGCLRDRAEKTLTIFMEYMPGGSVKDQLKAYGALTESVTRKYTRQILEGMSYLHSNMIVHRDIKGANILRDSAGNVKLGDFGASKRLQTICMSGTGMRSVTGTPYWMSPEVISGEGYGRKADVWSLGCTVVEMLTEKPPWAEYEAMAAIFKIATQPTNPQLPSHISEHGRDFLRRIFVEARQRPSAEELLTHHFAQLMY
OXTR agonist: human OXTR agonism. P30559. activation, % at 3 µM. CHO-OTR cells, Fluo-8 calcium fluorescence; normalized: DMSO 0%, oxytocin 100%. 0.32% of 320,000 active;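 active means activation above the mean of all tested compounds plus 3 SD, cutoff set per screening run, cut at about 20% in these data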;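 further: peak over basal fluorescence ratio from a 100 s FLIPR kinetic read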
NALP1 yeast inh: NALP1 inhibition; S. cerevisiae NALP1/ASC/caspase-1 growth, X-gal OD620, 72 h; 0.61% of 280,000 active; AID 2071; inhibition, % at 10 µM; in the data active means inhibition mostly above about 24%, no sharp cut-off; inactive means mostly below about 32%; further: some compounds called inactive have numbers as strong as hits
PfM18AAP inh: blocks P. falciparum M18 aspartyl aminopeptidase. 1.2% of 290,000 active. AID 1822. inhibition, % at 7.35 µM. recombinant PfM18AAP, H-Glu-NHMec fluorogenic cleavage;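 active means inhibition above the campaign mean inhibition over all tested compounds plus 3 SD, cut at about 28% in these data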;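 further: 0% = plate median of test compound wells and 100% = 2 mM ZnCl2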
PHOSPHO1 inh: blocks human PHOSPHO1 phosphatase activity | inhibition, % at 13.3 µM | Q8TCT1 | AID 1565 | recombinant PHOSPHO1, absorbance phosphatase assay | 1.1% of 290,000 active; in the data active means inhibition above about 60%
GPR7 antagonist: human neuropeptides B/W receptor 1 antagonism; GPR7-expressing cells, fluorescence antagonist assay; P48145; 1.1% of 290,000 active; inhibition, % at 4.4 µM; AID 1861; in the data active means inhibition above about 16%, passing the limit was not always enough;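 further: cells stimulated with the agonist NPW; 0% = agonist with vehicle and 100% = vehicle without agonist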
Target sequence (P48145 whole entry, looked up): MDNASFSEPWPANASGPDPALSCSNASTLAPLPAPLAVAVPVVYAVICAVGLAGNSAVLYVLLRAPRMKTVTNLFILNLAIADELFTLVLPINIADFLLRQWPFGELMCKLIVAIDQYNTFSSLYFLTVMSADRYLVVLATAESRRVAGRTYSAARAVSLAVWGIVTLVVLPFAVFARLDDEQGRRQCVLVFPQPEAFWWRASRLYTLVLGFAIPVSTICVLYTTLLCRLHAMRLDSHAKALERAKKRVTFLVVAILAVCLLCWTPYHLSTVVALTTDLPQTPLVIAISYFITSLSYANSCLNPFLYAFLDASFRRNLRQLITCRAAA
Starred values were filed as active, the others as inactive; . = no result given.

SMILES | DNA FID counter | MEKK2wt PB1 HTS | MEKK2 mut-MEK5 | MEKK3 PB1 HTS | OXTR agonist | NALP1 yeast inh | PfM18AAP inh | PHOSPHO1 inh | GPR7 antagonist
Cc1ccc(-c2cc(C(=O)N3CCOCC3)c3ccccc3n2)cc1 | -20 | 110 | 7 | 105 | -2.8 | 36 | 5 | 2 | -10
O=C1OC(c2cccc([N+](=O)[O-])c2)C2(CCCC2)C(=O)C12CCCCC2 (stereo not given) | -2 | 104 | 0 | 142* | -2.2 | 19 | -6 | -11 | -5
CCCC(=O)Nc1ccc(-c2csc(NNC(C)=O)n2)cc1 | -7 | 110 | 7 | 111 | 1.4 | . | 11 | -16 | -12
CCCSc1nc(N2CCOCC2)c2c(c1C#N)CC(C)(C)SC2 | -2 | 101 | 1 | 95 | -0.9 | 8 | -5 | 0 | 6
CC(C)C(C(=O)Nc1ccc2c(c1)OCCO2)N1C(=O)c2ccccc2C1=O (stereo not given) | -13 | 110 | 4 | 111 | 0.0 | . | 5 | 27 | -14
COc1ccc(OCc2nnc(SCC(=O)N3CCCc4ccccc43)n2-c2ccc(C)cc2)cc1 | -23 | 93 | -10 | 100 | -0.7 | 24 | 0 | 7 | 12
CC(c1ccccc1)N1C(=O)CC(Sc2ncccc2C(=O)O)C1=O (stereo not given) | -10 | 96 | -3 | 93 | -0.6 | . | -2 | -4 | 5
O=C(CSCc1ccccc1)Nc1ccc(Cl)cn1 | -2 | 102 | 3 | 100 | -1.8 | 4 | 1 | -2 | 11
CCN1CCN(CCOc2ccc(Br)cc2C)CC1 | 27 | 97 | -6 | 93 | -0.2 | 3 | 28 | 41 | 20
Cc1ccc(S(=O)(=O)NCCC2(C(C)C)CCOC(C)(C)C2)cc1 (stereo not given) | -24 | . | . | . | -2.3 | 17 | -10 | -11 | -8
N#CC1=C(N)NC(SCC(=O)Nc2ccc(Br)cc2)=C(C#N)C12CCCCC2 | -4 | 102 | 2 | 107 | 2.5 | 7 | -2 | 27 | -10
O=C(C1CCCN(S(=O)(=O)c2ccc(F)cc2)C1)N(Cc1cccs1)C1CC1 (stereo not given) | -9 | 94 | -7 | 93 | 3.0 | -12 | 3 | 7 | -5
COc1ccc(/C(N)=N/OC(=O)c2ccc(OC)c([N+](=O)[O-])c2)cc1OC | 2 | 99 | 0 | 103 | 0.4 | -6 | -12 | 24 | -8
COc1ccc(C2=NN(C(C)=O)C(c3ccccc3)C2)cc1 (stereo not given) | -21 | 105 | 8 | 102 | -1.1 | 8 | 1 | -151 | 8
COC(=O)c1ccccc1NC(=O)CCCN1C(=O)C(c2ccccc2)Oc2cccnc21 (stereo not given) | -45 | 95 | 0 | 100 | -0.8 | 7 | -2 | -4 | -5
OC(CN1CCOCC1)C12CC3CC(CC(C3)C1)C2 (stereo not given) | 6 | 90 | -11 | 84 | -0.1 | 10 | -1 | 15 | 1
Cc1ccc(N=C(N)N=C(N)N)cc1 | 1 | 96 | 3 | 101 | 0.5 | . | 1 | 14 | -8
CCn1cc(C(=O)NCCCN(CC(C)C)CC(C)C)c(=O)c2cc(S(=O)(=O)N3CCOCC3)ccc21 | 8 | 98 | -1 | 100 | 3.3 | 22 | 2 | 26 | -11
CC(C)Cc1nnc(NS(=O)(=O)c2ccc(Cl)cc2)s1 | -37 | 105 | 8 | 105 | -0.3 | 15 | -1 | 8 | -9
O=C(O)c1nsc(Cl)c1Cl | 8 | 98 | 0 | 95 | 1.3 | -2 | 6 | 13 | -19
CC(=O)Nc1ccc(S(=O)(=O)Oc2ccc(/C=N/N=C3/NC(=O)C(CC(=O)O)S3)cc2)cc1 (stereo not given) | -29 | 104 | -2 | 108 | -0.5 | 1 | 5 | 54 | -8
Cn1cnc([N+](=O)[O-])c1C(=O)Nc1cccc([N+](=O)[O-])c1 | 4 | 66 | -20 | 66 | 0.5 | 12 | -6 | 28 | -3
CCOc1ccccc1NC(=O)COC(=O)/C=C/c1ccc(OC)c(OC)c1 | -20 | 97 | -6 | 103 | -0.2 | 12 | -7 | 32 | -16
COc1ccc(/C=C(\C#N)C(=O)NCC(c2ccc(F)cc2)N2CCOCC2)cc1 (stereo not given) | -40 | 100 | 2 | 106 | 0.1 | . | -6 | 5 | -9
O=C(NCCN1CCNC1=O)C1CCC(=O)N(Cc2cccc(C(F)(F)F)c2)C1 (stereo not given) | -16 | 99 | -2 | 102 | 11 | 34 | -4 | -40 | 8

Pulled by structure from the entries so far, 4 records:
SMILES | DNA FID counter | MEKK2wt PB1 HTS | MEKK2 mut-MEK5 | MEKK3 PB1 HTS | OXTR agonist | NALP1 yeast inh | PfM18AAP inh | PHOSPHO1 inh | GPR7 antagonist
O=C(CSCc1ccccc1)Nc1ccc(Cl)cn1 | -2 | 102 | 3 | 100 | -1.8 | 4 | 1 | -2 | 11
O=C(NCCN1CCNC1=O)C1CCC(=O)N(Cc2cccc(C(F)(F)F)c2)C1 (stereo not given) | -16 | 99 | -2 | 102 | 11 | 34 | -4 | -40 | 8
CCn1cc(C(=O)NCCCN(CC(C)C)CC(C)C)c(=O)c2cc(S(=O)(=O)N3CCOCC3)ccc21 | 8 | 98 | -1 | 100 | 3.3 | 22 | 2 | 26 | -11
CC(c1ccccc1)N1C(=O)CC(Sc2ncccc2C(=O)O)C1=O (stereo not given) | -10 | 96 | -3 | 93 | -0.6 | . | -2 | -4 | 5

Next part
SMILES | DNA FID counter | MEKK2wt PB1 HTS | MEKK2 mut-MEK5 | MEKK3 PB1 HTS | OXTR agonist | NALP1 yeast inh | PfM18AAP inh | PHOSPHO1 inh | GPR7 antagonist
COC(=O)c1cc(OC)c(OC)cc1NC(=O)CSc1nnnn1Cc1ccccc1 | -5 | 108 | 7 | 110 | 0.4 | 18 | -7 | -8 | -7
COc1cc(CO)cc(Br)c1OCC(=O)Nc1cccc2ccccc12 | -17 | 97 | 0 | 100 | -0.8 | -8 | 0 | 8 | -1
O=c1ccn(CCCBr)c(=O)[nH]1 | 0 | 98 | -3 | 98 | 0.1 | -19 | 2 | 3 | -17
O=C(CSCc1ccc(Cl)cc1)Nc1ccccc1O | 0 | 81 | -8 | 68 | 3.4 | -5 | -1 | 30 | -4
CC1CC(C)CN(CCOc2cccc3ccccc23)C1 (stereo not given) | 1 | 112 | 6 | 103 | -0.1 | 10 | -2 | 24 | -9
COc1cccc2cc(C(=O)N3CCN(c4ccccc4F)CC3)c(=O)oc12 | -20 | 109 | 15 | 108 | 3.6 | 27 | 2 | 0 | -7
O=C(Nc1ccc(S(=O)(=O)Nc2nccs2)cc1)c1cc(-c2ccccc2Cl)nc2ccccc12 | -19 | . | . | . | -0.2 | 18 | -7 | 22 | 18
COc1ccccc1CNc1ccc2c(c1)CCC2 | 2 | 99 | -10 | 99 | -0.2 | 23 | 2 | 3 | 6
COc1ccc(/C(C)=N/NC(=S)NCCc2ccccc2)cc1 | -20 | 94 | -4 | 85 | -2.3 | 15 | 5 | 32 | -16
CCN1CCN(c2ccc(NC(=O)c3ccco3)cc2)CC1 | -2 | 102 | -1 | 100 | 0.7 | 11 | -9 | 38 | 1
S=C(Nc1ccccc1)Nc1ccc(OCc2ccc(Cl)cc2Cl)cc1 | -1 | 97 | -8 | 98 | 1.3 | 24 | 0 | 26 | -8
COc1cc(C(=O)Nc2cccc(-c3nc4ncccc4o3)c2C)cc(OC)c1OC | -5 | 94 | -4 | 98 | -0.5 | 8 | 0 | 5 | -9
O=c1oc2ccc3ccccc3c2cc1-c1nnc(-c2ccccc2)o1 | 0 | 91 | -3 | 99 | 0.5 | -5 | -2 | 5 | 12
COc1cc(C(=O)N2CCCN(c3nc4cc(C)ccc4cc3C#N)CC2)cc(OC)c1OC | . | 94 | -2 | 102 | -2.4 | 6 | . | 14 | .
COc1ccc2c(c1)c(=O)c(C(=O)c1ccccc1)cn2Cc1ccccc1 | -29 | 94 | -5 | 95 | -2.2 | 24 | 4 | 1 | -1
COc1cccc(CN2CC(C(=O)NCc3cccc(N4CCCC4)c3)CCC2=O)c1 (stereo not given) | -27 | 98 | 3 | 99 | -2.2 | 3 | 25 | 18 | -4
O=C(O)CCCNC(=O)/C(=C\c1ccc(Cl)cc1)NC(=O)c1ccccc1Br | -9 | 99 | 0 | 97 | 0.1 | 0 | 0 | 12 | -13
O=C(N/N=C/c1ccc2cccnc2c1)c1nc2ccccc2c(=O)[nH]1 | -7 | 95 | -3 | 96 | -0.1 | 15 | -13 | 28 | 5
CN(CCCNC(=O)c1cccc(N2CCCC2=O)c1)c1ccccc1 | -13 | 94 | 1 | 88 | -0.1 | 10 | 8 | -4 | 11
COc1ccc2[nH]c(CN3CCN(CC(C)C)C(CCO)C3)c(C)c2c1 (stereo not given) | 8 | 104 | 7 | 98 | 1.7 | 7 | -7 | 10 | -13
Cc1cccc(CSc2nnc3c(n2)[nH]c2ccccc23)c1 | 0 | 101 | -1 | 103 | -0.2 | 1 | 5 | 43 | 0
CC(=O)C1=C(C)Nc2ncnn2C1c1cccc(OCc2ccccc2)c1 (stereo not given) | -19 | 112 | 8 | 105 | 1.0 | 17 | 3 | 2 | 4

Record cards, from the list above. Screens in order: DNA FID counter	MEKK2wt PB1 HTS	MEKK2 mut-MEK5	MEKK3 PB1 HTS	OXTR agonist	NALP1 yeast inh	PfM18AAP inh	PHOSPHO1 inh	GPR7 antagonist
O=C(O)CCCNC(=O)/C(=C\c1ccc(Cl)cc1)NC(=O)c1ccccc1Br reads -9	99	0	97	0.1	0	0	12	-13
CCn1cc(C(=O)NCCCN(CC(C)C)CC(C)C)c(=O)c2cc(S(=O)(=O)N3CCOCC3)ccc21 reads 8	98	-1	100	3.3	22	2	26	-11
COC(=O)c1ccccc1NC(=O)CCCN1C(=O)C(c2ccccc2)Oc2cccnc21 (stereo not given) reads -45	95	0	100	-0.8	7	-2	-4	-5
OC(CN1CCOCC1)C12CC3CC(CC(C3)C1)C2 (stereo not given) reads 6	90	-11	84	-0.1	10	-1	15	1
O=c1oc2ccc3ccccc3c2cc1-c1nnc(-c2ccccc2)o1 reads 0	91	-3	99	0.5	-5	-2	5	12

Compound activity from PubChem.

Rows are unselected; 6.2% or so of the library scored in one or more.
